Bioassay records as filed in PubChem.
Nrf2 block: Nrf2 qHTS screen for inhibitors; A549 ARE-Fluc reporter, luciferase luminescence, 18-24 h; Potency, µM (highest dose often 46 µM), inactives show at the highest dose activity change, negative = inhibition, usual class: inhibitors; actives 2.1% (n = 360,000); further: on the % scale 0 is the no-effect control and ±100 the full control effect; nearly all actives have a fitted effect of over 60% in size
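Two sequential reads on A549 ARE_Fluc cells exposed to compound for 18-24 h: a CellTiter-Fluor fluorescence read for viability, then a luciferase luminescence read for Nrf2/ARE activity.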
TGFb SMAD3 inh: qHTS for Inhibitors of TGF-b; HepG2 CAGA-GFP TGF-b/SMAD3 reporter, GFP fluorescence, 18 h; TGF-beta stimulated, 500 pg/mL final; Potency, µM (titrated, usually from 46.1 µM), for inactives: top-dose activity, negative = inhibition, actives largely listed as inhibitors; actives 1.2% (n = 410,000); further: on the % scale 0 is the no-effect control and ±100 the full control effect; nearly all actives have a fitted effect of over 65% in size
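Smad-responsive CAGA-GFP expression was quantified in HEPG2 cells exposed to compounds and 500 pg/mL final TGF-beta for 18 h at 37 degrees C; unstimulated wells defined full inhibition.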
HepG2 viability: qHTS for Inhibitors of TGF-b: Cytotox Counterscreen; HepG2 CAGA-GFP viability, ATP luminescence, 18 h; Potency, µM (top dose mostly 46.1 µM), for the others: at the top dose activity change, negative = cytotoxicity, most hits filed as cytotoxic; actives 0.76% (n = 410,000); AID 588856, 2011; further: some results filed as inactive show a strong effect at the top dose
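CellTiter-Glo luminescence gave cytotoxicity after 18 hours at 37 degrees C. The cells were HepG2 CAGA-GFP in 1% FBS DMEM, stimulated with 500 pg/mL TGF-beta after compound addition. %Activity was normalised to no-cell wells (complete cell-killing) and DMSO (no toxicity), and curves were fitted and classified.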
ATXN2 expr inh: Primary qHTS for Inhibitors of ATXN expression; HEK-293 ATXN2-luciferase reporter, luminescence, 24 h; Potency, µM (series often up to 57 µM), without a hit: at the highest dose activity change, negative = inhibition, usual class: inhibitors; actives 0.72% (n = 360,000); further: on the % scale 0 is the no-effect control and ±100 the full control effect; nearly all actives have a fitted effect of over 55% in size
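ATXN2-luciferase reporter cells (luciferase flanked by upstream and downstream ATXN2 gene portions) were treated 24 h at 37 °C with compounds at up to 57 uM. SteadyGlo luminescence gave expression; GF-AFC fluorescence gave viability.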
Nrf2 ARE act: qHTS of Nrf2 Activators; AREc32 ARE-luciferase reporter (MCF7-derived line), luminescence, 24 h; Potency, µM (series often up to 46.1 µM), inactives show at the top dose activation, usual class: activators; actives 0.31% (n = 410,000); AID 624171, 2012; further: % of control where 0% means no effect; nearly all actives have a fitted effect of over 65% in size
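ARE activation measured as luciferase luminescence (Steady-Glo, 30 min RT) in AREc32_Fluc cells after 24 hr compound exposure at 37 deg C, 5% CO2; cells seeded overnight at 1000/well in OPTI-MEM, 5% FBS.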
EPAC2 antagonist: qHTS for Antagonist of cAMP-regulated guanine nucleotide exchange factor 2 (EPAC2): primary screen; Rap guanine nucleotide exchange factor 4 (Homo sapiens), Q8WZA2; EPAC2 GEF exchange of Rap1B-BODIPY-GDP, fluorescence; Potency, µM (doses to about 114 µM), for inactives: top-dose activity, negative = inhibition, usual class: inhibitors; actives 0.18% (n = 360,000); further: on the % scale 0 is the no-effect control and ±100 the full control effect; nearly all actives have a fitted effect of over 45% in size; many of its hits are not listed in these tables
Target sequence (Q8WZA2 whole entry, looked up): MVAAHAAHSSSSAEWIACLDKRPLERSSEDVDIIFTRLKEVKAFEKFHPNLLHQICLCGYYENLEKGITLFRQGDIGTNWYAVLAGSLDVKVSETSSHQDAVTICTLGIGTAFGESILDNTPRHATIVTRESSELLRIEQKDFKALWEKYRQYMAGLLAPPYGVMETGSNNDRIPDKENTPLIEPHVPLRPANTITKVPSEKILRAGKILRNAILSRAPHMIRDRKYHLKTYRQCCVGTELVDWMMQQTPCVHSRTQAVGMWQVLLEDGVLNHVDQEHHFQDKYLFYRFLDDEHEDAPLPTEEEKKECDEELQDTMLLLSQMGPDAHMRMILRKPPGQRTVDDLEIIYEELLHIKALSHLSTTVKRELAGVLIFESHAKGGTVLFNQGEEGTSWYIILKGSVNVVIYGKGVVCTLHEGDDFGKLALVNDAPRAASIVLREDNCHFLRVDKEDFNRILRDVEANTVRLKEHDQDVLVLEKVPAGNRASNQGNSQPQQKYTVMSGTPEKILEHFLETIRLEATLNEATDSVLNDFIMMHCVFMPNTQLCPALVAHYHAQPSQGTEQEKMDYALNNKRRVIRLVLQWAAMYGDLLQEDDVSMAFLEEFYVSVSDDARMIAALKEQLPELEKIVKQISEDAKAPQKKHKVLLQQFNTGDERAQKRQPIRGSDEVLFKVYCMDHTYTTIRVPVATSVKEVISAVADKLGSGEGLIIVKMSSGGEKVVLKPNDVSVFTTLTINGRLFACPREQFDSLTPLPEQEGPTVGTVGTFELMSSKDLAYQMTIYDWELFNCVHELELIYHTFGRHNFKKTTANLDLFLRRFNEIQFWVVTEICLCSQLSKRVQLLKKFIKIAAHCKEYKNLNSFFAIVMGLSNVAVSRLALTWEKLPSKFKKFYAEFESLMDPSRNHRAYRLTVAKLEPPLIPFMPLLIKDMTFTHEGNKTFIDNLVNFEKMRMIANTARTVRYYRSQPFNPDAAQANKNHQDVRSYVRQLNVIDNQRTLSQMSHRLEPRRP
S2 tox: Viability Counterscreen for Primary qHTS for Inhibitors of ATXN expression. S2 cells (HEK-293 line with an ATXN2-luciferase reporter) viability, CellTiter-Fluor protease fluorescence, 24 h. Potency, µM (titrated, usually from 56.7 µM), hits mostly cytotoxic. AID 651635, 2014. actives 0.49% (n = 400,000); further: nearly all actives have a fitted effect of over 40% in size
A549 tox: Nrf2 qHTS screen for inhibitors: counterscreen for cytotoxicity. A549 ARE-Fluc cells, CellTiter-Fluor viability, 18-24 h. Potency, µM (highest dose often 46 µM), inactives show top-dose activity change, negative = cytotoxicity, usual class: inhibitors. actives 0.16% (n = 390,000). AID 504648, 2011; further: on the % scale 0 is the no-effect control and ±100 the full control effect
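A549 ARE-Fluc cells in 5% FBS OPTI-MEM, 5000 cells/well, rested 2 h then exposed to compounds in concentration-response for 18-24 h at 37 °C. Viability by CellTiter-Fluor fluorescence (Ex 405/Em 525) after 30 min; luciferase luminescence (BugLite, 15 min, RT) read afterwards.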
MCF10A rerep: A quantitative high throughput screen for small molecules that induce DNA re-replication in MCF 10a normal breast cells; AID 624296, 2012; Potency, µM (series often up to 46.1 µM), for the others: top-dose activity, positive = re-replication, usual class: activators; actives 2.9% (n = 350,000); MCF 10A DNA re-replication, Hoechst nuclear intensity, 48 h; further: % of control where 0% means no effect; nearly all actives have a fitted effect of over 50% in size
An asterisk follows results filed as active; i = inactive; u = inconclusive; x = no result given; & = joins results of further samples; [ ] = remark or other dose. The call rests on the fitted dose curve; in most records, active means well fitted curve in the direction sought with a large enough effect; inconclusive means small, poorly fitted or top-dose-only effect, or another doubt; inactive means no such curve, though single readings can be large; an effect the other way counts as inactive or inconclusive. Potency means the concentration at half of the fitted maximal effect. Not all compounds are listed; the hit share may differ from the screen's.

SMILES,Nrf2 block,TGFb SMAD3 inh,HepG2 viability,ATXN2 expr inh,Nrf2 ARE act,EPAC2 antagonist,S2 tox,A549 tox,MCF10A rerep
Cn1c(N)c(C(=O)c2ccc(Cl)cc2)c(=O)n(C)c1=O,-16%,0%,-12%,-2%,-0.3%,-2%,i,0%,-5%
COc1ccc(CNC(=O)C2=CCN(S(=O)(=O)c3ccc(C)cc3)CC2)cc1,-8%,-19%,0%,1%,-0.2%,-1%,i,-1%,1%
COc1ccc(NC(=O)/C(Cl)=C(/Cl)S(=O)Cc2ccccc2)cn1 (centres undefined),-117%,4µM*,7.1µM*,2.8µM*,-2.4%,1%,4.5µM*,21µM*,u
Cc1cc(C)c(S(=O)(=O)N(C)CC(=O)NCc2ccccn2)c(C)c1,-13%,-9%,-28%,5%,0.3%,3%,i,-5%,12%
CC(C)NC(=O)C(=O)c1cn(C)c2ccccc12,12%,4%,-3%,12%,4.3%,-5%,i,1%,-1%
CC(=O)N1CCN(c2ccc(NCc3ccc(-c4cccc(Cl)c4)o3)cc2)CC1,u,9%,4%,u,6.9%,8%,i,-9%,21µM*
CCOC(=O)c1c(S(=O)(=O)N2CCCC(C(=O)Nc3cccc(C)n3)C2)c(C)n(C)c1C (centres undefined),17%,20%&-3%,-6%&-4%,-2%,-0.7%&-0.6%,-7%,i,0%&-1%,0%
Cc1ccc(C(=O)NCC(=O)NCC(=O)OCc2ccc(F)cc2)cc1,-2%,1%,-23%,-11%,0.3%,0%,i,5%,-5%
COc1cccc(C(=O)c2cc3ccc(O)cc3oc2=O)c1,u,-4%,-67%,2%,27%,-4%,i,u,12%
Cc1nnc(NC(=O)CCn2c(=O)oc3ccc(Cl)cc32)s1,16%,13%,13%,5%,-1.6%,1%,i,-4%,-1%
Cc1cc(C)cc(C(=O)N2CCC(C(N)=O)CC2)c1,2%,-4%,6%,5%,-0.3%,14%,i,-13%,u
CCOc1ccccc1N(C)C(=O)c1nn(-c2ccc(C)cc2)c(=O)c2c1c1ccccc1n2C,30%,-22%,-11%,2%,0.5%,x,i,13%,x
COc1ccc(CCC(=O)Nc2cccc(Cl)c2)cc1,14%,1%,4%,4%,-0.9%,-3%,i,-4%,12%
O=C(CN1CCC(NC(=O)C2CCCCC2)CC1)NCc1ccco1,10%,16%,12%,x,-0.6%,8%,i,-4%,4%
CCN(CC)CCN(C(=O)c1ccco1)c1nc2c(C)c(C)ccc2s1,12%,u,-38%,-23%,3.9%,x,i,3%,x
COc1ccccc1CN1CC(C(=O)NCc2cccc(Cl)c2)CCC1=O (centres undefined),1%,-9%,5%,8%,-0.3%,-3%,i,0%,-2%
CC1(C)CC(c2nc(-c3ccccc3)cs2)CCS1 (centres undefined),5%,-11%,-15%,7%,0.3%,-6%,i,14%,u
COc1ccc2c(c1)c1nc3ccccc3nc1n2CCn1c(=O)oc2ccccc21,1%,40%[activator],-2%,-24%,0.1%,32%[activator],u,1%[1.84 µM],0%
Clc1ccc(/C=N/Nc2ncnc3ccccc23)cc1Cl,u,u,-33%,15%,5.9%,-20%,i,-14%,u
COc1cccc(-n2cc(C(=O)O)c3ccccc3c2=O)c1,26%,6%,6%,2%,-0.9%,18%,i,-1%,0%
COCCn1c(SCC(=O)c2ccc3c(c2)OCCO3)nnc1C(C)C,11%,1%,-20%,-19%,0.4%,-3%,i,-7%,u
Cc1ccc(S(=O)(=O)NNC(=S)NCC2CCCO2)cc1 (centres undefined),15%,-1%,-10%,-7%,0.1%,1%,i,-1%,-19%
CCOc1ccc(/C=N/NC(=O)c2ccc(F)cc2)cc1CN1CC2CC(C1)c1cccc(=O)n1C2 (centres undefined),-8%,-9%,-13%,3%,7.1%,-16%,i,-1%,u
COc1cccc(CNc2ccc3[nH]c(=O)[nH]c3c2)c1OCc1ccccc1F,-7%,-17%,-7%,x,15%,0%,i,4%,u
CCc1cccc(CC)c1NC(=O)COc1ccccc1C(=O)c1cc(C#N)c(=O)n(C2CCCCC2)c1,u,3%,3%,-17%,0.0%,-1%,u,-8%,-1%
O=C(N/N=C/c1ccc2ncccc2c1)c1cccc([N+](=O)[O-])c1,5%,-1%,4%,1%,4.2%,-1%,i,-3%,-21%
CC(=O)Nc1cc(C(N)=O)c(Cl)cc1Cl,u,-19%,-9%,-1%,0.5%,4%,u,-10%,-2%
CC(C)(C)c1ccc(NC(=O)c2ccccc2)c([N+](=O)[O-])c1,u,-13%,-18%,72%[activator],0.2%,-4%,i,3%,-4%
CCCCCC(=O)N1C[C@@H](O)[C@H](n2cc(COC(=O)c3ccccc3)nn2)C[C@@H]1c1ccccc1,x,-1%,-24%,7%,3.2%,-5%,i,x,x
COc1cccc(C(=O)Nc2ccc3nc(SCc4ccc(C)cc4)sc3c2)c1,u,u,-47%,-15%,0.8%,x,u,-15%,x
O=c1oc2cc([N+](=O)[O-])ccc2nc1/C=C(\O)c1cccc(Br)c1,1%,-25%,-22%,-8%,8.1%,0%,i,-13%,-4%
Cc1ccc(NS(=O)(=O)c2cc3c4c(cccc4c2)C(=O)NC3=O)cc1,u,0%,-34%,-21%,3.2%,14%,i,-10%,u
CC(C)c1ccc(OC(=O)c2cc(-c3ccc(Cl)cc3)on2)cc1,20%,1%,-9%,8%,0.1%,x,i,5%,x
CC(=O)Nc1ccc(-c2ccccc2)s1,-13%,-29%,2%,4%,2.9%,-1%,i,-5%,-5%
CS(=O)(=O)c1ccc(C(=O)NCC(c2ccco2)N2CCCCC2)cc1 (centres undefined),-1%,-11%,-23%,-3%,-0.8%,-1%,i,2%,1%
CCOC(=O)C1(CCOc2ccccc2)CCN(Cc2cc(OC)ccc2OC)CC1,12%,u,-55%,x,2.6%,5%,u,-10%,13%

For reference, some entries already given.
SMILES,Nrf2 block,TGFb SMAD3 inh,HepG2 viability,ATXN2 expr inh,Nrf2 ARE act,EPAC2 antagonist,S2 tox,A549 tox,MCF10A rerep
CS(=O)(=O)c1ccc(C(=O)NCC(c2ccco2)N2CCCCC2)cc1 (centres undefined),-1%,-11%,-23%,-3%,-0.8%,-1%,i,2%,1%
CCOC(=O)C1(CCOc2ccccc2)CCN(Cc2cc(OC)ccc2OC)CC1,12%,u,-55%,x,2.6%,5%,u,-10%,13%

Additional results follow.
SMILES,Nrf2 block,TGFb SMAD3 inh,HepG2 viability,ATXN2 expr inh,Nrf2 ARE act,EPAC2 antagonist,S2 tox,A549 tox,MCF10A rerep
O=C1C2ON(c3ccccc3)C(c3ccncc3)C2C(=O)N1c1ccccc1 (centres undefined),-22%,-6%,-23%,5%,0.3%,8%,i,-2%,761%[0.0737 µM]
O=C(Nc1ccc2c(c1)OCCO2)C(=O)NC1CC1,11%,17%,-2%,-8%,-0.9%,1%,i,-9%,-6%
CC1CCCN(C(=O)CNC(=O)c2ccco2)C1 (centres undefined),u,-25%,-10%,14%,2.8%,3%,i,1%,3%
CCc1nc2ccccc2c(C(=O)OCC(=O)NCc2ccco2)c1C,-15%,-4%,-1%,0%,5.7%,3%,i,-6%,1%
O=C(Nc1ccccc1)Nc1nnc([C@H]2C[C@H](O)[C@@H](CO)O2)s1,x,-4%,-2%,37%[activator],-0.4%,10%,i,x,x
CCS(=O)(=O)N1CCCC(C(=O)NC2CCC(C)CC2)C1 (centres undefined),21%,-2%,-3%,21%,2.8%,5%,i,-5%,-5%
Cc1ccccc1C([O-])=Nc1ccc[n+](-c2nc3ccccc3nc2NS(=O)(=O)c2ccccc2)c1,-12%,25%,40%,-28%,0.4%,-4%,i,-14%,-19%
CCOC(=O)Nc1ccc2c(c1)N(C(=O)CCN1CCN3CCCC3C1)c1ccccc1CC2 (centres undefined),11%,2%,-33%,-10%,-0.8%,6%,i,-5%,2%
NC(=O)c1cc(S(=O)(=O)NCc2ccccc2)cs1,-6%&18%,8%&20%,2%&-8%,x,-0.3%&0.4%,10%,x,1%&-2%,u
O=C(Nc1ccccc1Cl)Oc1ccc(-c2ccccc2)cc1,7%,-15%,-2%,x,-0.5%,-16%,i,13%,13%
CC12CC(c3ccccc3O1)N(C(=O)c1ccc(Br)o1)C(=O)N2c1ccccc1 (centres undefined),-6%,-11%,-31%,-1%,0.2%,-4%,i,-6%,17%
Cc1noc(C)c1C(=O)Nc1c(F)cc(F)cc1Br,u,24%,-4%,-9%,-0.5%,0%,i,4%,6%
Cc1cc(CO)nn1-c1ccc([N+](=O)[O-])cc1,-2%,20%,-13%,9%,2.6%,0%,i,0%,-2%
O=C(CN1c2ccccc2Sc2ccccc21)N/N=C/c1ccc(Cl)cc1Cl,8%,-7%,4%,x,-0.7%,-8%,i,-4%,0%
CC1CCN(c2ccc(NC(=O)Cn3c(=O)oc4ccccc43)cc2)CC1,21%,-10%,-14%,-9%,2.5%,-2%,i,13%,-2%
O=S(=O)(c1cccc2nsnc12)N1CCNCC1,-17%,23%,1%,-8%,0.2%,1%,i,-4%,7%
CN(C(=S)NC(=O)c1ccccc1)c1c(N)n(Cc2ccccc2)c(=O)[nH]c1=O,2%,-2%,2%,3%,0.5%,0%,i,0%,-1%
Cc1c(N2C(=O)CSC2=S)c(=O)n(-c2ccccc2)n1C,-17%,-2%,-39%,-18%[11.3 µM],-0.5%,5%,i,-3%,u
O=C(COC(=O)c1cccnc1Cl)NCCc1ccccc1,8%,2%,2%,7%,0.4%,0%,i,-3%,0%
C1CCC2=NCCCN2CC1,18%,-4%,8%,10%,-0.1%,13%,i,-2%,u
Cc1ccc2c(C)c(C)c(=O)n(C)c2c1,-9%,-2%,-32%,6%,0.7%,0%,u,1%,2%
